# RORgamma inh: blocks mouse ROR gamma transcriptional activity. P51450. Drosophila S2 Gal4-RORgamma UAS-luciferase reporter, 20 h. Potency, µM (highest dose often 53.6 µM), without a hit: top-dose activity change, negative = inhibition, actives largely listed as inhibitors. 5.4% of 310,000 active. AID 2551; note: potency is the fitted concentration of half-maximal effect; % is set by controls: 0 for no effect and ±100 for the full control effect; nearly all actives have a fitted effect of over 60% in size
#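 A Gal4/UAS one-hybrid system in insect cells: metallothionein-promoter Gal4–ROR gamma fusion plus Photinus luciferase reporter. Copper sulfate 700 uM final, 20 hr ambient incubation, luminescent detection after 10 min with reagent.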
# Giardia killer: Giardia lamblia killing. activity change, % at 7.66 µM, hits read low. Giardia lamblia trophozoite viability. AID 540267. 0.15% of 340,000 active; in the data active = activity change below about -80%; inconclusive = between about -30% and that limit;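 note: parasites exposed to compound for two days anaerobically before the ATP read; % is set by controls: 0 for no effect and ±100 for the full control effect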
#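 Luminescence from cellular ATP indicates surviving trophozoites (100 cells/well) following 48 hrs anaerobic compound treatment at 37 deg C; signal develops 15-30 min at room temperature.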
# p53 reactivator: re-activators of mutant p53 | H1299 p53-A138V BP100-luciferase reporter, luminescence, 24 h | Potency, µM (series often up to 92.2 µM), inactives show top-dose activity change, positive = activation, actives largely listed as activators | 0.063% of 320,000 active; note: potency is the fitted concentration of half-maximal effect; % of control where 0% means no effect; nearly all actives have a fitted effect of over 45% in size
#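 p53-null H1299 cells stably carrying temperature-sensitive p53-A138V and a BP100-luciferase reporter were pinned with compounds (4-point, 1:5 series) and held 24 hrs at 37 deg C. Luminescence was read 10 min after detection reagent.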
# BRCA1 expr up: increases BRCA1 expression; AID 624202; 1.1% of 380,000 active; MCF7-BRCA1-FFLuc reporter, luminescence, 48 h; response scale: scaled: vehicle 0%, 10 µM genistein 100%; Potency, µM (titrated, usually from 46.1 µM), inactives show at the top dose activation, actives largely listed as activators; note: potency is the fitted concentration of half-maximal effect; nearly all actives have a fitted effect of over 80% in size; some results filed as inactive show a strong effect at the top dose
#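 Luminescence from a BRCA1-driven firefly luciferase in MCF7 cells was read after 48 h compound exposure at 37 C. Data normalized against DMSO and a 10microM genistein activation control, then curve-fitted across the titration.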
# NPC1 prom act: NPC1 promoter activation; AID 485313; Potency, µM (highest dose often 9.22 µM), without a hit: at the top dose activation, usual class: activators; Huh7 NPC1 promoter luciferase reporter, 24 h; 2.4% of 320,000 active;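 note: potency is the fitted concentration of half-maximal effect; % of control where 0% means no effect; nearly all actives have a fitted effect of over 60% in size; reporter is driven by a mutant NPC1 promoter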
#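 Readout is luciferase luminescence, reflecting NPC1 promoter activation in stably transfected Huh7 cells after 24 h compound exposure at 37 °C in reduced-serum medium with 10% FBS.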
# ELG1 genotox: genotoxicity induction in ELG1-luciferase HEK293T cells; Potency, µM (doses to about 46 µM), for inactives: top-dose activity change, positive = activation, hits mostly activators; HEK293T ELG1-luciferase reporter, luminescence, 16 h; 1.3% of 330,000 active; note: potency is the fitted concentration of half-maximal effect; % of control where 0% means no effect; nearly all actives have a fitted effect of over 60% in size
#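 DMSO vehicle served as control against compound-treated ELG1-luciferase HEK293T cells; exposure lasted 16 hr at 37 °C and 5% CO2, followed by ONE-Glo luminescence detection after 30 min.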
# Menin MLL FP TR: menin-MLL binding inhibition, Texas Red mutant peptide | O00255 | Potency, µM (titrated, usually from 61.6 µM), for the others: at the highest dose FP activity change, negative = inhibition, actives largely listed as inhibitors | AID 1768 | 0.23% of 270,000 active | Menin + Texas Red MLL mutant peptide, fluorescence polarization; active = well fitted inhibition curve with a large enough effect in the polarisation, with a control signal flat, not every such curve was filed as active; inconclusive = small, poorly fitted or top-dose-only effect, or effect the other way, or a change in a side signal; inactive = no such curve, though single readings can be large or run the other way; the % refers to the polarisation; note: potency is the fitted concentration of half-maximal effect; % of control where 0% means no effect; many of its hits are not listed in these tables
# FLuc counter: firefly luciferase modulation, counter-screen for miR-21 project | P08659 | purified FLuc, Km substrates, luminescence inhibition | Potency, µM (titrated, usually from 57.5 µM), without a hit: at the highest dose activity change, negative = inhibition, actives largely listed as inhibitors | 6.9% of 360,000 active | AID 588342;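 note: potency is the fitted concentration of half-maximal effect; plate controls were vehicle for no effect and reference inhibitor for full effect; nearly all actives have a fitted effect of over 55% in size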
# Target sequence (P08659 whole entry, looked up): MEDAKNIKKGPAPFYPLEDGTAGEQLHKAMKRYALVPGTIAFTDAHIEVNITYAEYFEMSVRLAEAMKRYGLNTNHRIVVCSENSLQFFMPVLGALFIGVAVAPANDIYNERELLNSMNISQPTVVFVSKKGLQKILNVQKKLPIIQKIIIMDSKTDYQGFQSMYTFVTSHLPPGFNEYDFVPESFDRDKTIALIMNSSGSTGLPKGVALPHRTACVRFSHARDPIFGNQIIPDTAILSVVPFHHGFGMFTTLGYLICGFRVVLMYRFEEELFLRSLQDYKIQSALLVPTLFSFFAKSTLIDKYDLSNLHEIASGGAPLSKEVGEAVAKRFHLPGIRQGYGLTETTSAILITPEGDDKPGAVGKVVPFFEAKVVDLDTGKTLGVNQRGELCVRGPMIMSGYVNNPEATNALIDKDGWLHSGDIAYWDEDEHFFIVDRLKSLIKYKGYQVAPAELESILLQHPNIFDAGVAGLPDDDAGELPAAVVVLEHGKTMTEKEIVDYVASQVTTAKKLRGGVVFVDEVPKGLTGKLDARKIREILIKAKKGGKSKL
#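 Biochemical qHTS of compounds, final roughly 60 µM downward over six points, against 10 nM purified firefly luciferase using Km concentrations of substrates (10 uM D-luciferin, 10 uM ATP) in Tris acetate pH 7.5 buffer; luminescence output.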
# VP16 counter: counter-screen for ROR gamma inhibitors: Gal4-VP16 reporter; 3.5% of 310,000 active; Potency, µM (highest dose often 53.6 µM), inactives show at the highest dose activity, negative = inhibition, most hits filed as inhibitors; AID 2546; Drosophila S2 Gal4-VP16 UAS-luciferase, luminescence, 20 h;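 note: Gal4-VP16 expression switched on by copper sulfate through the metallothionein promoter; potency is the fitted concentration of half-maximal effect; % is set by controls: 0 for no effect and ±100 for the full control effect; nearly all actives have a fitted effect of over 50% in size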
# Rab9 prom act: Rab9 promoter activation; AID 485297; Potency, µM (top dose mostly 9.22 µM), inactives show top-dose activation, negative = inhibition, usual class: activators; Huh7 Rab9 promoter-luciferase reporter, luminescence, 24 h; 2.8% of 320,000 active; note: potency is the fitted concentration of half-maximal effect; % of control where 0% means no effect; nearly all actives have a fitted effect of over 60% in size
#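 Cell-based reporter: Huh7 stable for Rab9 promoter-driven luciferase, plated in reduced-serum medium with 10% FBS at 1500 cells/well, compound-treated 24 h at 37 °C, luminescence read after 10 min reagent.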
# PKM2 activator: increases activity of human pyruvate kinase M2; P14618; purified PKM2, Kinase-Glo ATP luminescence, activation; response scale: 0% is enzyme alone, no compound; Potency, µM (top dose mostly 57.5 µM), inactives show at the highest dose activation, usual class: activators; 0.34% of 260,000 active; AID 1631; note: potency is the fitted concentration of half-maximal effect; % is set by controls: 0 for no effect and ±100 for the full control effect; nearly all actives have a fitted effect of over 55% in size
# Target sequence (P14618 whole entry, looked up): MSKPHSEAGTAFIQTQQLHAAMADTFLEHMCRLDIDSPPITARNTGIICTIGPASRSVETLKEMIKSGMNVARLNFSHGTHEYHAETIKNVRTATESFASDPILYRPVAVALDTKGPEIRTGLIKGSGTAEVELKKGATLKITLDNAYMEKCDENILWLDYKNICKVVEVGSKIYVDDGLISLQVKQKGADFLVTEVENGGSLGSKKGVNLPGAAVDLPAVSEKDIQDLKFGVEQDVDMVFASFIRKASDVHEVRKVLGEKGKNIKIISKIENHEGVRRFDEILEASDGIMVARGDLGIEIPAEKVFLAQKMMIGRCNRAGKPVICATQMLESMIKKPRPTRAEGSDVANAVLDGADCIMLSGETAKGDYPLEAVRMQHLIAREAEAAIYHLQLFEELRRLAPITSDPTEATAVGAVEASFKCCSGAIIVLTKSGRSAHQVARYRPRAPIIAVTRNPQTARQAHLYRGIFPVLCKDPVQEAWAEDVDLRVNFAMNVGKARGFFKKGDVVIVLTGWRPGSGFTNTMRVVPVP
#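 hPK-M2, >95% pure; 0.1 mM ADP / 0.5 mM PEP final; imidazole pH7.2 buffer w/ 7 mM MgCl2, 50 mM KCl; 1 h RT; Kinase-Glo lum. Intermediate enzyme activity for dual inhibitor/activator qHTS.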
# Numbers without * were called inactive; ? = inconclusive; . = no result given; [ ] = dose if it differs, or a comment. Unless noted, calls come from the whole dose curve; as a rule, active = well fitted curve in the direction sought with a large enough effect; inconclusive = small, poorly fitted or top-dose-only effect, or another doubt; inactive = no such curve, though single readings can be large; an effect the other way counts as inactive or inconclusive. An excerpt. The share of hits here may be higher or lower than overall.
SMILES,RORgamma inh,Giardia killer,p53 reactivator,BRCA1 expr up,NPC1 prom act,ELG1 genotox,Menin MLL FP TR,FLuc counter,VP16 counter,Rab9 prom act,PKM2 activator
C[C@@H]1CC=C[C@H]2[C@H]1C(=O)N(Cc1ccccc1)[C@H]2c1cccc([N+](=O)[O-])c1,25.3%,-2.0,-0.5%,0.0%,1.0%,-4.4%,.,0.8%,2.6%,-5.5%,-4.7%
O=C1NC(NS(=O)(=O)c2ccc(Cl)cc2)(C(F)(F)F)C(=O)N1c1ccccc1 (configuration not stated),-1.5%,-16.0,-4.7%,6.1%,-2.3%,-0.2%,-17.7%,1.0%,-19.3%,-2.4%,1.5%
CS(=O)(=O)c1ccc(-c2cccc(NC(=O)COc3ccc(Cl)cc3)c2)nn1,-4.5%,-6.5,15.9%,8.6%,-0.1%,9.7%,?,-18.4%,?,-3.7%,5.7%[0.46 µM]
CC1(C)CC(=O)C(C=NCCN2CCN(C(=O)CC3CCCC3)CC2)=C(O)C1,16.3%,-12.1,1.7%,-4.7%,-2.2%,1.4%,-17.4%,2.0%,-1.6%,-2.7%,-2.0%
NC(=O)C1CC(=O)N(c2ccc(OCC(=O)Nc3ccccc3F)cc2)C1 (configuration not stated),.,-23.6,?,?,?,?,.,16.9µM*,.,2.24µM*,.
Cc1ccc(S(=O)(=O)N2CCN(C(=O)N3CCOCC3)CC2)c(C)c1,-10.3%,12.3,3.4%,7.3%,-8.0%,0.2%,-14.1%,5.3%,-8.0%,0.5%,8.5%
O=C(NCc1ccco1)C1CCN(c2ccc(N3CCOCC3)nn2)CC1,-16.0%,1.1,14.9%,-5.6%,-0.2%,5.7%,7.5%,-9.2%,-4.9%,-1.0%,-7.2%
COc1ccc(CCNc2oc(-c3ccc(C)cc3)nc2C#N)cc1OC,?,4.5,0.9%,-5.8%,6.5%,9.4%,4.8%,3.9%,-4.6%,-2.6%,-18.4%
CN(CC(=O)NCc1cccs1)S(=O)(=O)c1cccc2cccnc12,-7.5%,?,-1.7%,-5.8%,0.7%,-1.0%,-8.3%,2.0%,4.5%,-7.7%,4.4%
O=C(NCCSCc1ccccc1)c1ccccc1,?,-6.7,8.4%,11.6%,4.2%,0.3%,-0.8%,-10.7%,-25.8%,6.3%,0.9%
NNC(=O)/C(=C\c1ccc(Br)cc1)NC(=O)c1cccs1,-8.4%,5.6,-4.7%,-14.8%,-5.7%,-4.2%,-3.9%,1.2%,4.0%,0.3%,-17.4%
Cc1ccc2cccc(OCc3nnc(SCC(=O)O)n3C)c2n1,-1.4%,-4.9,13.3%,-3.8%,-1.2%,-0.4%,-20.1%,-0.4%,3.9%,0.6%,-6.2%
CNS(=O)(=O)c1cccc(C(=O)OCC(=O)Nc2ccc(Cl)cn2)c1,1.2%,2.6,-2.0%,-7.7%,1.0%,-1.0%,.,-0.2%,-9.6%,-1.2%,-2.1%
CC(=O)Nc1ccc(S(=O)(=O)Nc2ccc(Cl)cn2)cc1,23.8%,-0.7,10.0%,0.6%,0.2%,-5.4%,17.1%,-2.5%,2.3%,-3.5%,-0.3%
Cc1ccc(-c2cc(C(F)(F)F)n3ncc(C(=O)O)c3n2)cc1,5.8%,-15.4,12.0%,-18.7%,-0.1%,3.2%,0.1%,0.0%,-10.5%,-1.7%,-1.7%
CN(CC(=O)Nc1ccc(Cl)cc1)C(=O)COc1ncnc2ccccc12,.,-4.1,-3.2%,6.7%,0.7%,7.6%,.,-2.2%,.,-6.2%,.
Cc1ccc(S(=O)(=O)N2CCOCC2)cc1NC(=O)CN1CCC(Cc2ccccc2)CC1,-24.7%,10.4,?,-25.7%,-5.7%,-2.9%,?,-0.5%,-28.3%,-7.5%,3.5%
COC(=O)c1cc(NC(=O)C2C3C=CC(C3)C2C(=O)O)cc(C(=O)OC)c1 (configuration not stated),-1.0%,10.5,-1.8%,-58.5%,-1.0%,1.7%,-1.2%,2.4%,4.9%,-9.9%,1.6%
Cc1ccc(C(=O)NCC(=O)NCC(=O)OCC(=O)c2cccs2)cc1,10.3%,-9.6,11.4%,-3.2%,0.7%,0.4%,6.1%,-15.5%,-25.0%,-0.9%,-5.9%
Cc1ccccc1C(=O)Nc1cccc(NC(=O)c2ccc(F)cc2)c1,-20.6%,1.6,-0.9%,-7.0%,-0.2%,-9.9%,40.4%[activator],?,15.2%,-1.0%,.
CCCC(=O)Nc1nc2ccc(NC(=O)c3cccnc3)cc2s1,23.6%,-1.2,13.0%,-61.3%,-23.2%,0.1%,0.7%,-20.6%,-6.5%,-1.8%,5.7%
O=C(CN1CCN(S(=O)(=O)c2ccc3c(c2)OCCO3)CC1)Nc1cccc(F)c1,.,-13.7,0.3%,-21.5%,0.1%,0.5%,.,4.9%,.,-3.5%,.
CCCN(CCC)C1CC(=O)N(Cc2ccccc2)C1=O (configuration not stated),?,4.4,9.8%,-4.7%,-11.6%,-5.0%,-1.2%,5.7%,?,1.3%,16.4%
COc1ccc(S(=O)(=O)N2CCN(C(=O)COc3ccc4c(C)cc(=O)oc4c3)CC2)cc1,42.5%,4.6,-2.1%,2.1%,-5.6%,-2.1%,2.5%,-7.5%,-6.7%,0.4%,14.1µM*
CCc1noc(C)c1C(=O)NNC(=O)c1ccc(Br)cc1,.,-8.5,2.6%,15.3%,0.1%,0.2%,.,-4.9%,.,0.8%,.
O=C(COc1ccccc1)N1CCN(C(=O)c2cccc(F)c2)CC1,-9.3%[0.365 µM],-2.2,1.8%,14.5%,-0.2%,-9.2%,-12.5%,-2.0%,.,-2.8%,-4.2%
Cc1ccc(-c2cc(C(=O)N3CCc4ccccc4C3)no2)cc1,36.2%,-4.0,2.0%,74.8%,1.0%,4.8%,-7.1%,23.9µM*,-6.0%,1.9%,-22.6%
CCCC(NS(=O)(=O)c1ccc(-c2ccc(=O)[nH]n2)s1)c1cccs1 (configuration not stated),-1.3%,20.0,4.1%,8.6%,1.7%,15.1%,.,?,2.0%,-0.7%,.
O=C(/C=C/Nc1ccccc1O)c1ccco1,?,-11.5,?,-19.1%,0.7%,20.6µM*,.,2.39µM*,2.5%,?,-15.9%
O=C(N=C1N=C2C=CC=CN2Cc2ccccc21)c1ccc(S(=O)(=O)N2CCOCC2)cc1,-2.8%,-2.6,?,10µM*,10.1%,?,10.5%,-17.1%,-8.0%,20.9%,-5.1%
CC(C)Oc1ccc(CNC(=S)Nc2ccccc2)cc1Cl,11.2µM*,-15.9,.,36.6%,10.3%,-3.8%,35.8%[activator],-16.3%,11.2µM*,4.2%,4.0%
Cc1ccccc1NS(=O)(=O)c1ccc(C)c(C(N)=O)c1,-8.2%,0.9,2.5%,-2.4%[1.84 µM],-3.5%,0.2%,0.9%,1.9%,1.1%,5.6%,-1.2%
Cc1ccccc1NC(=O)C1CCCN1S(=O)(=O)c1ccccc1C(F)(F)F (configuration not stated),.,-13.5,4.8%,-11.2%,-1.5%,-0.1%,.,6.7%,.,0.3%,.
COc1ccc(CCn2c(N3CCOCC3)nc3c2c(=O)[nH]c(=O)n3C)cc1,-24.0%,-10.4,0.3%,-52.6%,0.2%,0.8%,10.3%,0.8%,-6.6%,0.6%,-1.0%
CCOc1ccccc1NC(=O)CN(C)S(=O)(=O)c1cnc[nH]1,-3.7%,-28.5,-0.3%,-8.9%,-11.1%,-2.0%,5.7%,5.4%,-9.2%,-3.7%,5.8%
Cc1cc(C)c2nc(NNC(=O)c3ccc(S(=O)(=O)N4CCCC(C)C4)cc3)sc2c1 (configuration not stated),0.794µM*,24.4,?,-78.2%,-5.8%,-1.4%,3.1%,1.6%,5.01µM*,-15.6%,-3.2%
COC(=O)CCC(=O)Oc1ccc(OC(=O)CCC(=O)OC)cc1,12.6µM*,.,-26.1%,.,-4.8%,3.1%,-12.0%,2.4%,?,-1.9%,1.8%
CCOC(=O)c1cnc(SCC(=O)c2ccc(C)cc2)nc1N,-2.5%,-5.2,4.3%,-18.1%,-3.6%,6.4%,-30.7%,0.7%,-7.5%,10.6%,-1.3%
CC(C)CN(CC(C)C)S(=O)(=O)N1CCC(C(=O)NCc2ccc(F)cc2)CC1,14.5%,-1.7,8.3%,-46.8%,4.6%,-5.9%,?,-0.4%,-5.0%,-0.8%,1.7%
Cc1cc(C)c(S(=O)(=O)Nc2ccc(O)c(Sc3ncn[nH]3)c2)cc1C,-1.1%,-19.6,8.6%,-7.4%,0.7%,-7.3%,2.7%,-4.8%,1.4%,9.0%,14.8%
CCOc1cc(/C=C/C(=O)Nc2ccc(C(=O)NCCN(CC)CC)cc2)ccc1OCC(C)C,?,-21.2,-5.7%,-95.8%[inhibitor],-0.5%,-0.4%,9.8%,4.2%,?,-3.0%,.
Cc1ccc(/C=C/C(=O)OCC(=O)NC(C)c2ccccc2)o1 (configuration not stated),.,4.2,-1.7%,24.5%,2.1%,-1.6%,.,-0.4%,.,3.4%,.
